IEC-6 cytotox: IEC-6 cytotoxicity, counter-screen for KLF5 inhibitors. AID 1825. 290,000 tested, 0.78% active. inhibition, % at 5 µM. luminescence viability; in the data active means inhibition above about 22%;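 further: 0% = plate median of test compound wells and 100% = cytotoxic reference compound wells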
GSK3A inh: blocks human GSK-3 alpha kinase. ADP-Glo luminescence, 60 min. inhibition, % at 10 µM. AID 2650. 320,000 tested, 0.1% active;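 in the data active means inhibition above about 50%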;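 further: GST-tagged GSK-3 alpha with peptide substrate and 25 µM ATP; 0% = DMSO neutral wells and 100% = GW8510 positive control wells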
Target sequence (P49840 whole entry, looked up): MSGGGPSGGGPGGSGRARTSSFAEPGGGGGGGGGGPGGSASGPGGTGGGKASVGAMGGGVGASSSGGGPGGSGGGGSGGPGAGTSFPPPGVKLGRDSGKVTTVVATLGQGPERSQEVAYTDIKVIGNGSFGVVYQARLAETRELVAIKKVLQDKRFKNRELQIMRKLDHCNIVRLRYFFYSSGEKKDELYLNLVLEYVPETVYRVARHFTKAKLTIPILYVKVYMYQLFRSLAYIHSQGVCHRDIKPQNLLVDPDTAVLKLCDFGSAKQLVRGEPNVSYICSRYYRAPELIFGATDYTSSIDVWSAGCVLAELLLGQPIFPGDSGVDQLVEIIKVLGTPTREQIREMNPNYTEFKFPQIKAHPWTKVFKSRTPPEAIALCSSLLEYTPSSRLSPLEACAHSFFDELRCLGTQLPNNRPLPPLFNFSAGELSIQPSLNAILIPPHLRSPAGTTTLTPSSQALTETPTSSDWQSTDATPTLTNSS
HSF1 inhib: HSF1 inhibition. 300,000 tested, 0.77% active. NIH3T3-HGL HSE-luciferase, MG132-induced, luminescence 8 h; hits give low values. activity change, negative = inhibition, % at 7.5 µM (by protocol);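 active means more than half of replicate wells show activity change below -50%, luminescence cut by over half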;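 further: luciferase reports HSF-1 transcriptional activity via heat shock element; 0% = median of DMSO wells and -100% = zero luminescence signal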
DYRK1A inh: blocks rat Dyrk1A kinase activity. inhibition, % at 12.5 µM. ADP-Glo luminescence, NFATc1 peptide. Q63470. 310,000 tested, 0.43% active; in the data active means inhibition above about 50%;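 further: plate controls were vehicle with enzyme for no effect and no enzyme for full effect; many of its hits are not listed in these tables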
aSyn UTR inh: 5' untranslated region of α-synuclein, MLPCN primary screen. alpha-synuclein 5'UTR reporter, inhibitor activity. inhibition, % (tested at 7.5 µM). 300,000 tested, 0.82% active. AID 1813; in the data active means inhibition above about 60%;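 further: H4 neuroglioblastoma cells stably carrying SNCA 5'UTR luciferase fusion; 0% = DMSO wells and 100% = positive control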
GSK3beta inhib: human GSK3beta kinase inhibition; GST-GSK3beta kinase, ADP-Glo luminescence, 60 min; hits give low values; activity score (negative = inhibition), % at 10 µM; 300,000 tested, 0.038% active; AID 2097;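 active means more than half of replicate wells score below -50%, meaning over 50% inhibition versus plate controls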;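 further: 0% = median DMSO wells and -100% = median GW8510 positive control wells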
Target sequence (P49841 whole entry, looked up): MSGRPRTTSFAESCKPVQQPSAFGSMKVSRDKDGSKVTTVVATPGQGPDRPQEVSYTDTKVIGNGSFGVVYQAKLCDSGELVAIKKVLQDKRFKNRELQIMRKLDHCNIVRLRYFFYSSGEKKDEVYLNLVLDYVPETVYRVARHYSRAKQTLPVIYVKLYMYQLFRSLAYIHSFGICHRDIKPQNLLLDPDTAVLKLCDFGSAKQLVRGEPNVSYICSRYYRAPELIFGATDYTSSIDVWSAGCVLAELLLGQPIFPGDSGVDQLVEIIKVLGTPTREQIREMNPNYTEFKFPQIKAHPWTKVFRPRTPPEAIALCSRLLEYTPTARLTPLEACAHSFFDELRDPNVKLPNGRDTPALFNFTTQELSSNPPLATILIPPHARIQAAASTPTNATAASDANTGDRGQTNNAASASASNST
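Test system: GST-tagged human GSK3beta kinase, cell-free; evaluation: activity score scaled between in-plate DMSO and GW8510 controls; measured by: ADP-Glo luminescence; incubation: 60 min reaction, RT; benchmarks: DMSO and 20 µM GW8510; reagent: peptide substrate plus 25 µM ATP (final); medium: Tris/MgCl2 kinase buffer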
KLF5 inh: suppresses KLF5 promoter-driven expression; AID 1700; inhibition, % at 5 µM; 290,000 tested, 0.23% active; DLD-1 KLF5 promoter-luciferase reporter, luminescence;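 active means inhibition above a per-plate limit of that plate's mean compound inhibition plus 3 SD, cut at about 60% in these data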;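 further: 0% = DMSO wells and 100% = LY294002 at 200 µM; higher means less KLF5 promoter-driven luciferase light; inactives centre near -14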
HSP90 refold inh: HSP90 refolding inhibition in rabbit reticulocyte lysate; luciferase refolding luminescence, 3 h; inhibition, % at 5.6 µM; 290,000 tested, 0.91% active; AID 1789;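 active means inhibition above the screen-wide mean plus 3 SD, computed separately per campaign, cut at about 16% in these data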;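 further: 0% = DMSO wells and 100% = 60 µM geldanamycin wells; inhibitors lower the luminescence because luciferase stays unfolded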
HSF-1 act: increases HSF-1 driven luciferase reporter signal; NIH3T3-HGL HSF-1 luciferase reporter, MG132, 8 h; 100% = twice DMSO control signal; activation, % at 9 µM; 300,000 tested, 1.7% active;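 active means mean replicate activation of at least 50% with a set share of replicates each reaching 50%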;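 further: 0% = median of the neutral control wells and 100% = twice that signal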
Platelet DG rel: modulates dense granule release in human platelets. 300,000 tested, 0.22% active. human platelet-rich plasma, SFLLRN dense granule ATP release, luminescence. inhibition, %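 (compounds screened at 7.5 µM in platelet-rich plasma)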;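 active means mean replicate score, as percent of positive control, at or above 50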
* marks the source's active call; other numbers are inactive results; . = no result given. Only part of the results is shown, so the mix of outcomes need not match the whole.

smiles	IEC-6 cytotox	GSK3A inh	HSF1 inhib	DYRK1A inh	aSyn UTR inh	GSK3beta inhib	KLF5 inh	HSP90 refold inh	HSF-1 act	Platelet DG rel
COc1ccc2nc(SCC(=O)NCc3ccc(OC)c(OC)c3)[nH]c2c1	-6	0	11	5	15	0	2	-3	44	-2
COc1cccc(NC(=O)COC(=O)CCS(=O)(=O)c2ccc(C)cc2)c1	3	-1	3	0	21	2	10	4	6	-1
CC(C)(C)OC(=O)NCCc1nnc(SCc2ccccc2)o1	4	-1	5	.	13	0	13	-1	-10	-7
O=C(NC(Cc1c[nH]c2ccccc12)C(=O)O)c1ccc2c(c1)OCO2 (stereo not drawn)	-1	-2	-6	-1	2	-1	-24	2	-5	1
COC(=O)c1ccc(CSc2n[nH]c(C)n2)o1	0	-5	-4	1	-15	0	-16	-1	-4	16
CCc1cc(CNC(=O)c2ccc(OC)c(OC3CCN(C(C)C)CC3)c2)on1	0	1	-3	8	7	-3	0	-1	-7	-5
CC1=C(C(=O)Nc2ccccc2)C(c2ccco2)NC(=S)N1 (stereo not drawn)	4	-4	-1	1	-9	1	-27	-3	17	1
O=C1C(Cl)=C(N2CCCCC2)C(=O)C(Cl)=C1c1cnc(N2CCCCC2)s1	-9	.	-7	-3	-36	1	-22	0	-3	10
O=S(=O)(c1ccccc1F)N(Cc1ccco1)Cc1nnc(-c2ccccc2Br)o1	-5	.	.	-1	.	5	-10	3	.	.
CCOC(=O)C1=C(COC(=O)c2cc(OC)c(OC)c(OC)c2)NC(=O)NC1C (stereo not drawn)	.	-2	8	-2	3	5	.	.	12	-1
Cn1c(=O)oc2cc(S(=O)(=O)N3CCC(C(=O)N4CCN(c5ccccc5)CC4)CC3)ccc21	-7	-5	.	-2	.	.	-28	-6	.	.
CCOC(=O)C(C)C1(O)c2ccccc2-c2ncccc21 (stereo not drawn)	-4	-2	-3	13	26	-1	-18	3	3	3
COc1cc(C(C)=O)ccc1Oc1ncnc2c1cnn2-c1ccc(F)cc1	-1	-1	-10	2	-49	1	-14	0	-2	0
CC1CCCN(S(=O)(=O)c2ccc(C(=O)Nc3ccccc3-c3nc4ccccc4[nH]3)cc2)C1 (stereo not drawn)	-14	2	-5	-2	35	3	-2	-6	-3	-12
O=C(Nc1cc(Cl)ccc1Oc1ccccc1)c1ccccc1F	0	-2	9	0	7	6	1	-1	-15	-16
COc1ccccc1C1=NN(C2=NN=C(N)Cc3ncnn32)C(O)(C(F)(F)F)C1 (stereo not drawn)	0	0	-1	3	12	-1	-17	4	-19	-5
CCN1CCC(NC(=O)Nc2ccc(F)cc2)CC1	1	.	4	-2	3	3	10	-1	0	-3
COc1ccc(C2CC(=O)C3=C(C2)Nc2ncnn2C3c2ccccc2C)c(OC)c1 (stereo not drawn)	-2	1	6	1	18	-3	-20	-6	15	-1
O=C(COc1ccc(S(=O)(=O)N2CCCCC2)cc1)N1CCCC1	4	-1	-6	-5	-6	1	-3	4	20	-10
CN(C)S(=O)(=O)c1ccc(NC=C(C#N)C#N)cc1	2	7	-2	7	15	0	5	0	-13	-3
CCOC(=O)C1CCN(S(=O)(=O)c2ccc3c(ccn3C)c2)CC1	4	0	8	.	-2	-1	-9	-4	0	-3
CS(=O)(=O)N(CC(=O)Nc1ccccc1C(=O)N1CCCC1)c1cccc([N+](=O)[O-])c1	-1	-1	-2	-3	-6	0	-7	0	22	-2
CCOC(=O)CN1Cc2cccc(C(=O)O)c2C1=O	-3	-3	-9	6	-54	1	-20	4	-8	-24
O=C(CCSc1nnc(-c2ccncc2)o1)Nc1ccc(Cl)cc1	3	2	3	3	-12	0	-12	3	-1	10
COc1ccc(C2C(C(=O)N3CCCCC3)c3ccccc3C(=O)N2C)cc1 (stereo not drawn)	2	1	1	0	32	4	-16	7	-5	9
Cc1nc2ccc(F)cc2cc1C(=O)NC(C)C	5	4	-9	-4	-3	4	-3	3	1	-11
Nc1ccccc1C(=O)NCC1(c2ccccc2)CCCC1	-4	3	7	-5	-8	4	-5	-1	-3	-10
O=C(Cn1c(=O)[nH]c2ccccc2c1=O)N1CCN(Cc2ccc3c(c2)OCO3)CC1	2	-1	-5	1	-3	0	6	-4	-5	18
C=CCOC(=O)C1=C[C@H](C2CCCCC2)[C@@H](CCCO)[C@H](OCC)O1	2	-2	3	-5	29	5	-12	-2	-5	1
O=C(CC1C(=O)NCCN1Cc1cccc(C(F)(F)F)c1)NCCc1cnccn1 (stereo not drawn)	0	-5	-2	-2	4	2	7	-3	-1	16
COC(=O)CCCC1=CC2=CC(=O)C(C)(OC(=O)c3ccco3)C(=O)C2=CO1 (stereo not drawn)	.	-4	4	.	38	2	.	.	-17	0
Cc1ccc(NC(=O)Nc2ccccc2C#N)c(Cl)c1	-2	3	3	16	-12	1	-6	-2	-5	0
Cc1cc(NC(=O)Nc2ccccc2[N+](=O)[O-])n(C)n1	-3	0	-2	3	9	-5	-13	-1	6	7
Cc1cccc(NC(=O)c2cccc(NC(=O)c3ccco3)c2)c1C	.	-3	5	6	-10	1	.	.	-2	-3
COc1ccc(-c2cc(C(=O)Nc3cc(Cl)ccc3OC)no2)cc1	5	-1	-6	0	-5	-1	-8	0	-3	-4
COc1ccccc1OCCC(=O)OCC(=O)Nc1ccc(S(=O)(=O)N2CCOCC2)cc1	-3	-3	4	4	-21	-1	-10	-6	24	-3
CCN(CCCNC(=O)C1CCC(=O)N1Cc1ccccc1Cl)c1cccc(C)c1 (stereo not drawn)	-11	-5	56	.	24	2	-2	-3	77*	7
OCCN(Cc1ccccc1)C(=S)NC1CCCCC1	4	-1	-6	2	27	1	-10	0	6	-5
CC(=O)N1CCc2cc(Br)cc(S(=O)(=O)NCc3ccccn3)c21	2	-1	-7	-7	-3	-6	-11	1	-13	-4
CCn1c(SCC(=O)Nc2cccc(C)c2)nc2nc3c(cc2c1=O)COC(C)(C)C3	2	-2	-2	5	-4	8	-6	1	0	-6

Entries of single compounds, looked up by structure. Order of values: IEC-6 cytotox, GSK3A inh, HSF1 inhib, DYRK1A inh, aSyn UTR inh, GSK3beta inhib, KLF5 inh, HSP90 refold inh, HSF-1 act, Platelet DG rel
Nc1ccccc1C(=O)NCC1(c2ccccc2)CCCC1 in the list: -4, 3, 7, -5, -8, 4, -5, -1, -3, -10
COc1ccccc1OCCC(=O)OCC(=O)Nc1ccc(S(=O)(=O)N2CCOCC2)cc1 in the list: -3, -3, 4, 4, -21, -1, -10, -6, 24, -3

Remaining list, next part:
smiles	IEC-6 cytotox	GSK3A inh	HSF1 inhib	DYRK1A inh	aSyn UTR inh	GSK3beta inhib	KLF5 inh	HSP90 refold inh	HSF-1 act	Platelet DG rel
O=C1CC2c3ccccc3C1C1C(=O)N(CCO)C(=O)C21 (stereo not drawn)	-7	-1	13	-7	18	3	12	2	-3	1
COc1cccc(CC2(CO)CCN(CC3=CC[C@H]4C[C@@H]3C4(C)C)CC2)c1	-6	-1	.	16	.	1	-9	-2	.	10
Cn1nc(C(F)(F)F)c(CN2CC(C)(C)C2=O)c1N1CCOCC1	-3	-4	-15	.	12	1	10	3	-16	-34
CCN(C(=O)COC(=O)c1cc(-c2ccccc2)nn1-c1ccccc1)C1CCS(=O)(=O)C1 (stereo not drawn)	1	-2	-6	0	-2	1	2	5	-4	3
CCCCN(CCCC)S(=O)(=O)c1ccc(NC(=O)c2cccs2)cc1	-1	12	-1	2	24	5	-68	0	-3	2
CN(C)C=NC(=O)c1cc(C(=O)c2ccccc2)c[nH]1	-3	22	-8	-2	-5	-1	-2	2	2	7
Cc1ccc(-n2nc(C)c3c2OC(N)=C(C#N)C3c2ccoc2)cc1 (stereo not drawn)	2	1	5	-1	-38	-1	-6	6	6	0
CCOC(=O)c1ccc(N2C(=O)CC(N3CCC(Nc4ccc(F)cc4)CC3)C2=O)cc1 (stereo not drawn)	3	0	23	0	-5	1	16	7	58*	-3
Cc1ccc(SCCCCN2CCNCC2)cc1	7	-2	0	1	-57	-4	-26	1	12	-4
COc1ccc(OC)c2[nH]c(=O)c(CCNS(=O)(=O)c3ccccc3)cc12	-2	-1	-5	3	6	-3	1	-3	-2	3
COC(=O)c1c(-c2c(Cl)cccc2Cl)noc1C(=O)NNC(=O)N(C)C	-3	4	-3	3	10	2	-33	3	1	5
CC(=O)N1N=C(c2cccs2)CC1c1ccc(C)o1 (stereo not drawn)	4	3	12	-2	2	2	-21	1	23	15
O=C(Cc1ccccc1[N+](=O)[O-])Nc1ccc2c(c1)OCO2	1	8	4	.	-31	-1	-15	4	5	4
Clc1ccc(CN2CCN(c3ncnc4scc(-c5cccs5)c34)CC2)cc1	-6	1	13	3	-4	0	-30	-6	11	0
CCOc1ccc2nc(NC(=O)Nc3ccccc3)sc2c1	6	-2	29	2	-131	1	-143	2	74*	0
CC(=O)c1cccc(NC(=O)COc2ccccc2C(=O)c2cc(C#N)c(=O)n(C3CCCCC3)c2)c1	6	8	-3	4	25	20	24	3	-15	-1
Cc1c(F)cccc1NS(=O)(=O)c1ccc2c(c1)c(C)cc(=O)n2C	5	9	3	0	-9	0	-20	0	9	5
CC[C@]12CCCN3CCc4c(n(c5ccccc45)C(=O)C1)C32 (stereo partly drawn)	-3	-4	-9	.	-28	6	4	4	-8	-1
Cc1cc(NC(=O)Cc2ccsc2)ccc1Br	-3	2	-2	10	-112	0	-52	-4	2	4
CC(C)(C)C(=O)N1CCN(c2ncnc3scc(-c4ccccc4)c23)CC1	-1	4	-2	-3	5	-10	-9	1	5	0
COc1cc(Sc2ccc(C)cc2)c(OC)cc1N	-4	-2	14	0	29	-1	-6	6	7	0
COc1ccc(CCNc2ncnc3c2nnn3Cc2ccccc2)cc1	5	-1	-14	-2	17	-3	-16	1	-6	-4
c1ccc(-c2nc(-c3nccc4ccccc34)oc2-c2ccccc2)cc1	6	1	5	.	-82	1	-114	23*	31	1
C/C(=N\NC(=O)CC#N)C1COc2ccccc2O1 (stereo not drawn)	-2	0	0	-6	-4	3	-9	-1	-7	-3
S=c1[nH]nc(Cc2cccs2)n1-c1ccccc1	-3	-4	-1	.	-1	2	-13	-2	-14	-4
COC(=O)c1cc2sc(Cl)cc2n1Cc1nc(-c2ccccc2)oc1C	0	-1	8	-1	17	-6	-35	-1	-7	3
CCC(=O)N(Cc1ccc(S(N)(=O)=O)cc1)C1CC(=O)N(c2ccccc2)C1=O (stereo not drawn)	5	2	-5	-2	12	-1	19	1	-7	1
Cc1sc2ncnc(N)c2c1C	0	-1	-8	30	-3	0	-10	8	-5	-1
Cc1cc(C(=O)NCCc2ccc(Cl)cc2)c(C)o1	7	-4	14	.	-131	2	-65	1	25	4
Cc1cnc(C(=O)OCc2c(C)cc(C(C)(C)C)cc2C)cn1	-8	0	-3	-6	18	2	5	2	16	-23
Cc1ccc2cc(CN(c3ccccc3)S(=O)(=O)c3ccccc3)c(=O)[nH]c2c1	7	1	9	-11	-22	-4	-21	7	12	-3

Assay outcomes deposited in PubChem BioAssay by several laboratories.
